Screening data (PubChem BioAssay)
TDP1 inh – qHTS Assay for Inhibitors of Tyrosyl-DNA Phosphodiesterase (TDP1); Tyrosyl-DNA phosphodiesterase 1 (Homo sapiens), Q9NUW8; recombinant TDP1, AlphaScreen DNA substrate cleavage; Potency, µM (top dose mostly 130 µM), for the others: top-dose activity change, negative = inhibition, usual class: inhibitors; 350,000 tested, 0.28% active; further: nearly all actives have a fitted effect of over 40% in size
Target sequence (Q9NUW8 whole entry, looked up): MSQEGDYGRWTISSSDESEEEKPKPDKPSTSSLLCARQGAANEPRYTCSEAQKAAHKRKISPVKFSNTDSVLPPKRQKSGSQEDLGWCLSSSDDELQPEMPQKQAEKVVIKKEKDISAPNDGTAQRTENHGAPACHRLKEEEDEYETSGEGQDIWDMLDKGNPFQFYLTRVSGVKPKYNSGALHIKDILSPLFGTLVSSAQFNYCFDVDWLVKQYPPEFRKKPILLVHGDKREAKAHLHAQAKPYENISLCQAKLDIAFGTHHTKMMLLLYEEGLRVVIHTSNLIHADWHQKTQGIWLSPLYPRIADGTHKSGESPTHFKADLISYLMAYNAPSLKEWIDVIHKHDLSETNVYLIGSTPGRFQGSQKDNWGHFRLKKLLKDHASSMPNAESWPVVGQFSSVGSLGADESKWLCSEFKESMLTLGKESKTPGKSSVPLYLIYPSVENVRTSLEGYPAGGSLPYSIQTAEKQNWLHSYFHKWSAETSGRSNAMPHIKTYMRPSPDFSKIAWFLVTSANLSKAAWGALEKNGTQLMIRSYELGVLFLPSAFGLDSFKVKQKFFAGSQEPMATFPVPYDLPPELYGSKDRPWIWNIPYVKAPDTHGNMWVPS
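Compounds were preincubated with Tdp1 (1 nM final) for 15 min at room temperature before substrate (15 nM final) started a 5 min reaction; beads (10 ug/ml final) were then added for 10 min before AlphaScreen detection.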
FEN1 inh – qHTS Assay for the Inhibitors of Human Flap endonuclease 1 (FEN1); P39748; Recombinant FEN1 flap cleavage, fluorescence, 15 min; Potency, µM (series often up to 114 µM), for the others: top-dose activity change, negative = inhibition, hits mostly inhibitors; 390,000 tested, 0.35% active; AID 588795, 2011; further: nearly all actives have a fitted effect of over 65% in size
Target sequence (P39748 whole entry, looked up): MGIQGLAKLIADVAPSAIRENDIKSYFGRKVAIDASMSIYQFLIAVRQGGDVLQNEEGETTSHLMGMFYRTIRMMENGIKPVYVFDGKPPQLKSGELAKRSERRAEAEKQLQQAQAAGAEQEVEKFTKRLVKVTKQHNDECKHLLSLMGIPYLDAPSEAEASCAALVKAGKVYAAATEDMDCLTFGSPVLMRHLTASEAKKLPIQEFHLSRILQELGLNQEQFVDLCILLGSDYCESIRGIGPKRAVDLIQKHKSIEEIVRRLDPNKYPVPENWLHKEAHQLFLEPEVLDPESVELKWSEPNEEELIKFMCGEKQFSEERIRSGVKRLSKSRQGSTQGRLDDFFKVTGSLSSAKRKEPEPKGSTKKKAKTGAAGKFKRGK
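Read-out was taken twice, immediately and after 15 min, following addition of 50 nM substrate to 10 nM FEN1 that had sat with test compound for 15 min at room temperature. Curves came from a four-parameter Hill model.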
N370S GC mod – qHTS Assay for Inhibitors and Activators of N370S glucocerebrosidase as a Potential Chaperone Treatment of Gaucher Disease. 330,000 tested, 0.092% active. AID 2101, 2009. N370S GC spleen homogenate, 4MU-glucoside fluorescence. Potency, µM (titrated, usually from 59.4 µM), without a hit: at the top dose activity change, negative = inhibition, usual class: inhibitors;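 further: 0% = full enzyme activity and -100% = no enzyme basal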
Active calls of the source: *; u = inconclusive; x = not tested or not shown; & = joins results of further samples; [ ] = another dose, or the depositor's remark. The call rests on the fitted dose curve; in most records, active means well fitted curve in the direction sought with a large enough effect; inconclusive means small, poorly fitted or top-dose-only effect, or another doubt; inactive means no such curve, though single readings can be large; an effect the other way counts as inactive or inconclusive. Unless noted, on the % scale 0 is the no-effect control and ±100 the full control effect; potency means the concentration at half of the fitted maximal effect.

SMILES	TDP1 inh	FEN1 inh	N370S GC mod
COc1ccc(CNC(C)C2COc3ccccc3O2)c(OC)c1 (stereo not drawn)	-3%	8%	3%
O=C(NC(=S)NCc1ccco1)c1cccc(Cl)c1	9%	x	13%
Oc1ccc(Br)cc1CNc1cccc2cccnc12	x	u	-9%
O=C(COC(=O)Cn1[nH]c(=O)c2ccccc2c1=O)NNC(=O)c1ccc(Br)cc1	1%	-2%	x
C=CCNC(=O)c1c(CSc2ccc(F)cc2)noc1C(=O)NCCC	-2%	-17%	-1%
COc1ccc(OC)c(-c2ccc(C(=O)O)o2)c1	5%[234 µM]	x	6%[89.1 µM]
COc1ccccc1Nc1nc(N(C)c2ccccc2)nc(N)c1[N+](=O)[O-]	x	-6%	-4%
Cc1ccc(C(=O)CCC(=O)OCC(=O)Nc2c(C)nn(-c3ccccc3)c2C)cc1	0%	-8%	0%
CCc1nc2ccccc2c2nc3ccccc3n12	4%	-20%	-2%
CC(=O)Nc1cccc(-c2nn[nH]n2)c1	x	-7%	12%
COC(=O)c1cc(OC)c(OC)cc1NC(=S)N1CCC(C(N)=O)CC1	6%	-3%	-3%
O=C(Nc1ccc(F)cc1F)NC1CCCc2ccccc21 (stereo not drawn)	0%	18%	-5%
CCC(C(=O)NCCCc1ccccc1)c1ccccc1 (stereo not drawn)	1%	-4%	-1%
O=C(CSc1nccn1Cc1ccc(F)cc1)Nc1ccc2c(c1)OCCO2	3%	-15%	x
CC(=O)C1=C(O)C(=O)N(c2cccnc2)C1c1ccc([N+](=O)[O-])cc1 (stereo not drawn)	3%	x	-1%
N#Cc1c(-c2cccs2)cc(-c2cccnc2)nc1N	5%	3%	7%
Cc1ccc(-n2nnnc2SC(C(=O)c2c[nH]c3ccccc23)c2ccccc2)cc1 (stereo not drawn)	-1%	4%	12%
O=C(CN1C(=O)c2ccc([N+](=O)[O-])cc2C1=O)NC1CCCCCC1	0%	-5%	-21%
O=C(COC(=O)c1ccc(S(=O)(=O)NCc2ccco2)cc1)NCc1ccccc1	-15%	0%	x
COc1ccc(OC)c(S(=O)(=O)N2CCN(C34CC5CC(CC(C5)C3)C4)CC2)c1	2%	-2%	-4%
COC(=O)CN1C(C)=Nc2ccc(Br)cc2C1c1ccccc1 (stereo not drawn)	0%	1%	-3%
CCOC(=O)c1cn(Cc2ccccc2)nn1	3%	-5%	20%
CCOC(=O)c1ccc(NC(=O)CSc2nnc(CC)o2)cc1	-2%	10%	-27%
CC(C)Oc1ccc(CSC(=N)N)cc1	0%	-2%	-10%
O=C(COC(=O)Cn1cnc2ccccc2c1=O)Nc1cc(Cl)ccc1[N+](=O)[O-]	-1%	1%	5%
COc1ccc(-c2nc(SC)n(C)c(=O)c2C#N)cc1OC	4%	-7%	-1%
COc1ccc(N2CCN(c3ccc(S(=O)(=O)N(C(C)C)C(C)C)cn3)CC2)cc1	x	10%	-9%
O=C([C@@H]1CCCN1C(=O)c1cccs1)N1CCN(S(=O)(=O)c2ccccc2F)CC1	1%	-9%	x
O=C(NC1CCN(c2ncccn2)CC1)c1ccccc1Cl	x	8%	-1%
CC(C)c1ccccc1NC(=O)COC(=O)c1cc([N+](=O)[O-])ccc1N1CCOCC1	x	-6%	-8%
Cn1nnc2cc(C(=O)NC(C)(C)C)ccc21	5%	0%	0%
COc1cc(OC)c(NS(=O)(=O)c2cc(C(=O)OC(C)C(=O)NC3CC3)c(Cl)cc2Cl)cc1Cl (stereo not drawn)	2%	-4%	-5%
Cc1cccc(N(C(=O)C(F)(F)F)C(C(=O)NC2CCCCC2)c2cccs2)c1 (stereo not drawn)	6%	-4%	2%
Cc1ccc(S(=O)(=O)N2CCCCC2C(=O)Nc2ccc(N(C)C)cc2)cc1 (stereo not drawn)	9%	13%	x
CCN(Cc1ccccc1)C(=O)C(=O)c1cn(CC(=O)N2CCCC2)c2ccccc12	4%	11%	0%
Cc1ccc(N2C(=S)N=C(Nc3ccccc3C)C23CCOC(C)(C)C3)cc1 (stereo not drawn)	6%	12%	6%

Some of the entries so far, with values ahead of the structure:
TDP1 inh	FEN1 inh	N370S GC mod	Compound
1%	-9%	x	O=C([C@@H]1CCCN1C(=O)c1cccs1)N1CCN(S(=O)(=O)c2ccccc2F)CC1
6%	-4%	2%	Cc1cccc(N(C(=O)C(F)(F)F)C(C(=O)NC2CCCCC2)c2cccs2)c1 (stereo not drawn)

Continued.
SMILES	TDP1 inh	FEN1 inh	N370S GC mod
COc1cc(OC)cc(C(=O)NNC(=O)CCNC(=O)c2ccc(Br)cc2)c1	0%	-1%	x
O=C(Nc1nc2c(s1)CCCC2)Oc1ccccc1	11%	8%	-1%
COc1ccc(N(CC(=O)NCCSc2ccccn2)S(=O)(=O)c2ccc(C)cc2)cc1OC	11%	-15%	-8%
COc1ccc(N(CC(=O)Nc2ccc(C(N)=O)cc2)S(=O)(=O)c2ccc(C)c([N+](=O)[O-])c2)cc1	2%	-8%	-1%
Cc1cc(C)nc(/N=C(\N)C2=C(O)CC(C)(C)CC2=O)n1	5%	8%	12%
CCOc1cc(C2CC(=O)N3CN(C4CCCCC4)CSC3=C2C#N)ccc1O (stereo not drawn)	3%	u	-11%
CC(/C=N/NC(=O)c1cc(-c2ccc(C)o2)[nH]n1)=C\c1ccccc1	6%	-15%	-10%
CC1(CC(=O)N/N=C/c2ccc(-c3ccc(C(=O)O)cc3)o2)OCCO1	-5%	7%	-22%
CC(C)Cn1c(SCC(=O)N(C)C2CCS(=O)(=O)C2)nc2cc(Cl)ccc2c1=O (stereo not drawn)	5%	-10%	-12%
CCOC(=O)c1c(NC(C)=O)c2c3c(sc2n1Cc1ccc(Cl)cc1)CCCC3	-2%	2%	x
O=C(O)C1CCCN1c1ncnc2ccccc12 (stereo not drawn)	7%	-7%	4%
Cc1ccc(-n2c(SCc3ccc(C(=O)O)cc3)nnc2-c2ccncc2)cc1	8%	4%	-14%
O=C(CCNC(=O)N1CC(=O)Nc2ccccc21)Nc1ccc(Cl)cc1	0%	14%	-10%
COc1ccc(C(=O)N/C(=C\c2cn(C)c3ccccc23)C(=O)NCCCN2CCOCC2)cc1OC	x	18%	-12%
C[C@H](CO)N1C[C@H](C)[C@@H](CN(C)C(=O)NC2CCCCC2)Oc2c(NS(=O)(=O)c3ccccc3)cccc2C1=O	1%	38%[activator]	x
CCn1cc(C(=O)N2CCN(c3ccccc3)CC2)c(=O)c2cc(S(=O)(=O)N(C)C)ccc21	5%	14%	x
CCCC(=O)Nc1cc(S(=O)(=O)N2CCCCC2)ccc1N1CCOCC1	0%	-5%	x
O=C1c2cccnc2C(Nc2ccc(Cl)cc2)N1Cc1cccs1 (stereo not drawn)	0%	-7%	2%
O=C(Cn1c(=O)oc2cc(S(=O)(=O)NCc3ccccc3)ccc21)N1CCCC1	x	-3%	-1%
Cc1cccn2c(=O)c3cc(C#N)c(=O)n(CC4CCCO4)c3nc12 (stereo not drawn)	-2%	x	28%
C/C(=N\NC(=O)CCC(=O)NCc1ccccc1)c1ccc([N+](=O)[O-])cc1	0%	10%	x
CC(C)NS(=O)(=O)c1ccc2c3c(cccc13)CC2	5%	-3%	5%
COc1cccc(-c2ncc3ccccc3c2COC(=O)c2ccccc2C(=O)O)c1	0%	17%	x
CC1(OC(=O)C2CCCC2)C(=O)C=C2C=C(c3ccsc3)OC=C2C1=O (stereo not drawn)	-7%&-1%	u	-22%&-9%
COc1cc(C(=O)NCc2nnc(SCC(=O)Nc3cccc(C(F)(F)F)c3)o2)cc(OC)c1OC	1%	-2%	-5%
Nc1nc(C(=O)N2CCOCC2)nn1C(=O)c1ccc(Cl)cc1	0%	-4%	23%
CN(CC(=O)Nc1ccc(F)cc1)C(=O)c1cc(-c2cccs2)nn1-c1ccccc1	7%	-4%	0%
O=C(CCc1ccccc1)NC(NC(=S)Nc1ccc(Br)cc1)C(Cl)(Cl)Cl (stereo not drawn)	5%	-5%	-1%
N#C/C(=C\c1cn[nH]c1-c1ccccc1)C(=O)NC1CCCCCC1	6%	-22%	-1%
CCc1ccc(NC2=NC(C(=O)c3ccccc3)CC(=O)N2)cc1 (stereo not drawn)	5%	0%	-3%
NCc1ccccc1	3%	-4%	-20%&-6%
CCN1CCN(C(=O)C2COc3ccccc3O2)CC1 (stereo not drawn)	2%	22%	-4%
CC(C)(C)NC(=O)CN(C(=O)CS(=O)CC(=O)Nc1ccc(F)cc1)c1ccc(Cl)cc1 (stereo not drawn)	-3%	6%	18%
CCC(CC)NC(=O)COc1ccc(OC)cc1C=O	6%	-1%	-12%
O=C(/C=C/c1ccc2c(c1)OCO2)N1CCOCC1	5%	2%	-17%
N#CC(C(=O)Nc1ccc(Cl)c(Cl)c1)=C1Nc2ccccc2N1	-1%	-24%	4%

Reformatted: entries from further up.
molecule | TDP1 inh | FEN1 inh | N370S GC mod
COc1ccc(C(=O)N/C(=C\c2cn(C)c3ccccc23)C(=O)NCCCN2CCOCC2)cc1OC | x | 18% | -12%
C[C@H](CO)N1C[C@H](C)[C@@H](CN(C)C(=O)NC2CCCCC2)Oc2c(NS(=O)(=O)c3ccccc3)cccc2C1=O | 1% | 38%[activator] | x
CCn1cc(C(=O)N2CCN(c3ccccc3)CC2)c(=O)c2cc(S(=O)(=O)N(C)C)ccc21 | 5% | 14% | x
CCCC(=O)Nc1cc(S(=O)(=O)N2CCCCC2)ccc1N1CCOCC1 | 0% | -5% | x
O=C1c2cccnc2C(Nc2ccc(Cl)cc2)N1Cc1cccs1 (stereo not drawn) | 0% | -7% | 2%
O=C(Cn1c(=O)oc2cc(S(=O)(=O)NCc3ccccc3)ccc21)N1CCCC1 | x | -3% | -1%
Cc1cccn2c(=O)c3cc(C#N)c(=O)n(CC4CCCO4)c3nc12 (stereo not drawn) | -2% | x | 28%
C/C(=N\NC(=O)CCC(=O)NCc1ccccc1)c1ccc([N+](=O)[O-])cc1 | 0% | 10% | x
CC(C)NS(=O)(=O)c1ccc2c3c(cccc13)CC2 | 5% | -3% | 5%
COc1cccc(-c2ncc3ccccc3c2COC(=O)c2ccccc2C(=O)O)c1 | 0% | 17% | x
CC1(OC(=O)C2CCCC2)C(=O)C=C2C=C(c3ccsc3)OC=C2C1=O (stereo not drawn) | -7%&-1% | u | -22%&-9%
COc1cc(C(=O)NCc2nnc(SCC(=O)Nc3cccc(C(F)(F)F)c3)o2)cc(OC)c1OC | 1% | -2% | -5%
Nc1nc(C(=O)N2CCOCC2)nn1C(=O)c1ccc(Cl)cc1 | 0% | -4% | 23%
CN(CC(=O)Nc1ccc(F)cc1)C(=O)c1cc(-c2cccs2)nn1-c1ccccc1 | 7% | -4% | 0%
O=C(CCc1ccccc1)NC(NC(=S)Nc1ccc(Br)cc1)C(Cl)(Cl)Cl (stereo not drawn) | 5% | -5% | -1%
N#C/C(=C\c1cn[nH]c1-c1ccccc1)C(=O)NC1CCCCCC1 | 6% | -22% | -1%
CCc1ccc(NC2=NC(C(=O)c3ccccc3)CC(=O)N2)cc1 (stereo not drawn) | 5% | 0% | -3%
NCc1ccccc1 | 3% | -4% | -20%&-6%
CCN1CCN(C(=O)C2COc3ccccc3O2)CC1 (stereo not drawn) | 2% | 22% | -4%
CC(C)(C)NC(=O)CN(C(=O)CS(=O)CC(=O)Nc1ccc(F)cc1)c1ccc(Cl)cc1 (stereo not drawn) | -3% | 6% | 18%
CCC(CC)NC(=O)COc1ccc(OC)cc1C=O | 6% | -1% | -12%
O=C(/C=C/c1ccc2c(c1)OCO2)N1CCOCC1 | 5% | 2% | -17%
N#CC(C(=O)Nc1ccc(Cl)c(Cl)c1)=C1Nc2ccccc2N1 | -1% | -24% | 4%

The list continues:
SMILES	TDP1 inh	FEN1 inh	N370S GC mod
Clc1ccc(CN2CCN(c3ncccn3)CC2)c(Cl)c1	x	6%	0%
COc1ccc2cc(CN(Cc3cccnc3)Cc3nnnn3Cc3ccccc3)c(=O)[nH]c2c1	5%	-13%	-29%
COc1ccc(Br)cc1CNc1ccc2[nH]c(=O)[nH]c2c1	8%	-7%	-1%
CCOC(=O)c1cnc2ccc(C)cc2c1NCCO	2%	-13%	-3%

Outcome played no part in choosing rows (roughly 0.53% active in at least one column).
